# Source: PubChem
# INS-1E GSIS act: primary screen for activators of insulin secretion dependent on glucose, INS-1E cells, GLuc reporter luminescence. activation, % at 16.6 µM. INS-1E GLuc reporter insulin secretion, 2-3 h. actives 0.61% (n = 370,000);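 active means lowest replicate activation of at least 40%, so every replicate reaches that level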;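 further: 0% = median of neutral control wells and 100% = median of IBMX positive control wells; some compounds called inactive have numbers as strong as hits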
# ERAP1 HTS inh: blocks human ERAP1 aminopeptidase activity | Q9NZ08 | recombinant ERAP1, Leu-AMC fluorescence, 60 min | inhibition, % at 10.7 µM | actives 0.15% (n = 340,000) | AID 652197;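 active means mean replicate inhibition of at least 30%, or all replicates individually reaching that 30% level; inactive means mean below 30% and not every replicate reaching it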;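 further: 0% = neutral control wells and 100% = L-leucinethiol positive control wells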
# esBAF inh: inhibitors of esBAF chromatin remodeling in mouse ES cells; reporter increase, % at 12.5 µM; actives 2% (n = 350,000); Bmi1-luciferase knock-in reporter, 24 h; 100% = twice the neutral-well signal; in the data active means activation above about 40%; inconclusive means no clear call, values can overlap the other calls;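 further: 0% = median of the plate's neutral control wells and 100% = double that signal; a rise in the Bmi1 reporter signal indicates esBAF inhibition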
# ARNT-TACC3 inh: ARNT/TACC3 interaction disruption; Q9Y6A5; AlphaScreen His-ARNT PAS-B/GST-TACC3 binding, luminescence; TACC3 fragment carries E629A point mutation; inhibition, % at 9.99 µM; actives 0.66% (n = 390,000);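 active means mean inhibition of replicates at least 50% and at least half of replicates each reaching 50%; inconclusive means half or more replicates reach 50% but mean below 50%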;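 further: 0% = complete ARNT plus TACC3 wells and 100% = ARNT alone without TACC3; many hits fall short of the cut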
# Xi reactivation: activators of X-chromosome reactivation in mouse fibroblasts; XiGFP mouse fibroblasts, % GFP-positive cells imaging, 3 d; cells co-treated with 5-aza-dC sensitizer; scaled so ellipticine positive control = 100%; activation, % at 7.58 µM; actives 0.055% (n = 360,000);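 active means mean normalized replicate activation at least 10% and every replicate at or above 10%; inconclusive means only one of the two criteria met; inactive means mean below 10% and not all replicates reach 10%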;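 further: 0% = median of on-plate neutral control wells and 100% = ellipticine 6 µM median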
#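 System: 68-5-11 XiGFP fibroblast line | Buffer or medium: DMEM containing 5-aza-dC | Compound: Single point | Times: Compounds 3 days, fix/stain 15 min at room temperature | Benchmarks: Positive control ellipticine, 6 µM final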
# RAD52 anneal inh: RAD52 (human) annealing inhibition | actives 0.46% (n = 360,000) | inhibition, % at 18.7 µM | recombinant RAD52 DNA annealing, FRET fluorescence;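 active means every replicate showing at least 50% inhibition; inconclusive means mean inhibition at least 50% but not in every replicate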
# F508del corr: CFTR F508del correction in bronchial cells. CFBE cells, YFP halide quenching; stimulated with forskolin plus potentiator P3; % fluorescence drop versus neutral controls. activity (quench increase), % at 7.58 µM. actives 0.36% (n = 350,000). AID 720511;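 active means mean added fluorescence quench of at least 8% versus neutral control, with both replicates also reaching 8%; inconclusive means only one of the mean or replicate conditions met; inactive means mean below 8% and not both replicates reaching 8%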;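 further: cells transiently co-express mutant CFTR-F508del with the halide-sensitive YFP; corrector assay measuring rescue of mutant channel to the surface after 24 h compound exposure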
# RAD54 branch: inhibitors of human RAD54 branch migration; Q92698; RAD54 Holliday junction branch migration, FAM/BHQ fluorescence; inhibition, % at 10.4 µM; actives 0.14% (n = 360,000); AID 602329;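 active means mean normalized replicate activity at least 40 and at least half of replicates scoring 40 or more; inconclusive means only one of the two criteria met; inactive means mean below 40 and under half of replicates reaching 40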;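 further: 0% = median of neutral control wells and 100% = median of positive control wells; inhibitors cause a drop in the FAM fluorescence signal; in these data hits start at about 50%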
# Target sequence (Q92698 whole entry, looked up): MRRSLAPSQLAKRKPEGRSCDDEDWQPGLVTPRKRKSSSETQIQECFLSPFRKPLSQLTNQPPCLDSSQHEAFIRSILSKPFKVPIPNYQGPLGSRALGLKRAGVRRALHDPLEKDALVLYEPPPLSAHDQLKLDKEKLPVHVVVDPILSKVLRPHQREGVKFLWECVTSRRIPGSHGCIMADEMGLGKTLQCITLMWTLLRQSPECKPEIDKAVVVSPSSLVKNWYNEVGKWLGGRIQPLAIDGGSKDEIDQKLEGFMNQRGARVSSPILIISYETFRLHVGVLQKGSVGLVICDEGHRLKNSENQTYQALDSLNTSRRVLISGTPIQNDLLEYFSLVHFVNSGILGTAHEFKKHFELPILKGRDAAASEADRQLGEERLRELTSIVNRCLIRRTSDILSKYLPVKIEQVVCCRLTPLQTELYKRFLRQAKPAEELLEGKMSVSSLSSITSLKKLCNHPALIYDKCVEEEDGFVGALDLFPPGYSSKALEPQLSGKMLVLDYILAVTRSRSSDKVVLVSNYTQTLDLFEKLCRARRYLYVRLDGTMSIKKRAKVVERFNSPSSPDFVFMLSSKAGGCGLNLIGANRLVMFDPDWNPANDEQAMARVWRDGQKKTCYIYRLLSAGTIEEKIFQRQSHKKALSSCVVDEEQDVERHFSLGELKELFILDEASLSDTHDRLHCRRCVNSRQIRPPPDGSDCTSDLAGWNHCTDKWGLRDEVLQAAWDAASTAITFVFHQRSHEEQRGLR
# * = called active by the depositor; ? = inconclusive; / = not tested or not shown; & = joins results of further samples. The order is random; about 3.3% have a hit in one of these screens.
SMILES,INS-1E GSIS act,ERAP1 HTS inh,esBAF inh,ARNT-TACC3 inh,Xi reactivation,RAD52 anneal inh,F508del corr,RAD54 branch
CCCCCOc1ccc(C(O)C(CN2CCOCC2)c2ccccc2)cc1 (stereo not given),28,3,-5,-2,0.1,19,-0.4,-2
Nc1nc(N)c2[nH]c(-c3ccccc3)nc2n1,-1,2,15,11,0.1,2,-1.6,4
CCC(C)C(NC(C)=O)C(=O)NC(=O)NC(c1ccccc1)c1ccccc1 (stereo not given),-26,/,-6,-74,/,/,/,10
COc1cccc(NC(=O)N[C@H]2CC[C@H](CC(=O)N3CCCCC3)O[C@@H]2CO)c1,3,-3,4,0,0.0,-11,-2.2,-4
CCOC1=C2CN(S(=O)(=O)c3ccc(C)cc3)C(c3ccccc3)CC2N(S(=O)(=O)c2ccccc2Cl)C(c2ccccc2)C1 (stereo not given),23,-4,/,/,0.1,1,-2.0,/
Cn1cnnc1SCC(=O)c1ccc2c(c1)NC(=O)CO2,6,1,-4,/,0.4,-5,2.3,0
CCn1c(=O)c(C(=O)Nc2ccccn2)c(O)c2ccccc21,-6,0,/,-3,0.2,-25,-3.6,/
CCn1nnnc1SCC(=O)N1N=C(c2cccs2)CC1c1cccs1 (stereo not given),13,-1,18,-10,-0.1,-6,-4.9,8
O=C(c1cccnc1)N1C[C@@H]2[C@H](c3ccccc31)[C@@H](CO)N2C(=O)Nc1cccc(F)c1,0,3,-1,-9,0.1,-10,-3.3,-4
Clc1ccc(-n2nnnc2CN2CCOCC2)cc1Cl,2,/,/,-5,0.3,/,/,6
C[C@@H]1CCCCO[C@@H](CN(C)Cc2ccncc2)[C@@H](C)CN([C@@H](C)CO)C(=O)c2cc(NC(=O)Nc3ccccc3)ccc2O1,-16,-3,/,-4,0.4,-9,-1.0,-11
Cc1noc(C)c1S(=O)(=O)N(C)C[C@@H]1OCc2cnnn2CCCC(=O)N([C@@H](C)CO)C[C@@H]1C,5&20,1,4,13,0.0&0.2,-9&-4,0.8&-1.0,6
CC(Sc1nc2ccccc2c(=O)n1C)C(=O)N(C)C1CCCCC1 (stereo not given),-28,0,-49,-1,0.0,1,-0.7,-7
NC(=S)NN=C1c2cc(OCCN3CCOCC3)ccc2-c2ccc(OCCN3CCOCC3)cc21,6,1,/,/,0.0,87*,-1.1,/
Cc1nc(SCc2ccc(Cl)cc2)ncc1C(=O)O,-18,3,/,2,0.0,-22,-1.7,/
CCC(=O)N(C)C[C@H]1Oc2ncc(C#Cc3ccccc3)cc2C(=O)N([C@H](C)CO)C[C@H]1C,18,0,-1,37,0.0,-9,-1.6,0
O=C(CNC(=O)c1cccc(F)c1)OCc1cc(=O)n2cc(Br)ccc2n1,10,2,/,-3,-0.1,-16,-3.1,-15
C[C@@H]1CN([C@H](C)CO)C(=O)Cc2cc(NS(=O)(=O)c3cccs3)ccc2O[C@@H]1CN(C)C(=O)Nc1ccccc1,2,5,2,3,0.2,-3,-0.8,8
O=c1[nH]c(=O)c2[nH]c(=S)[nH]c2[nH]1,10,50*,12,-25,0.0,-29,1.8,/
Cc1csc2ncc(C(=O)NCCc3ccccc3)c(=O)n12,7,0,30,4,0.4,-84,1.5,-4
O=C(N/N=C/c1ccc(Br)s1)c1ccccn1,10,/,/,5,0.0,/,/,7
C[C@@]12C(=O)N(CCc3c[nH]c4ccccc34)CC(=O)N1[C@H]1c3ccccc3OC[C@@H]1[C@@H]2c1ccccc1,-1,0,4,-12,0.5,-3,2.4,-8
CC12CN(C(=O)c3ccccc3)C3(C#N)CC1CCC23C (stereo not given),4,/,-4,-2,/,/,/,9
C[C@@H]1CN([C@@H](C)CO)C(=O)c2cc(NS(C)(=O)=O)ccc2O[C@@H](C)CCCCO[C@H]1CN(C)C(=O)CCCN(C)C,3,3,3,-14,-0.9,4,-0.2,2
C/C=C/c1ccc([C@H]2[C@@H](CO)N(C(C)=O)[C@@H]2CNC(=O)c2ccccc2)cc1,-1,-1,4,0,0.2,-67,-2.4,-1

# Following part:
SMILES,INS-1E GSIS act,ERAP1 HTS inh,esBAF inh,ARNT-TACC3 inh,Xi reactivation,RAD52 anneal inh,F508del corr,RAD54 branch
C[C@H]1COc2cc(N(C)CCO)ccc2S(=O)(=O)N1,6,/,/,/,0.0,-4,-2.5,/
Cc1sc2ncnc(SC(C)C(=O)N3c4ccccc4Sc4ccccc43)c2c1C (stereo not given),-6,-6,/,-1,0.0,-1,/,/
O=C(C1CC1)N1CC(=O)N2[C@H](CO)[C@@H](c3ccc(C#CCc4ccccc4)cc3)[C@H]2C1,12,1,/,/,0.2,-2,0.0,/
Nc1nonc1-n1nnc(C(=O)N/N=C/c2ccc3c(c2)OCO3)c1CSc1ccccc1,/,1,4,-9,0.0,-3,-1.7,-4
O=C(NNC(=O)c1cnccn1)c1ccc(Cl)cc1,9,0,/,16,0.3,-11,3.4,/
CC1CC(CN)CC(CO)C1 (stereo not given),-2,-1,/,0,-0.1,-9,-1.6,/
CO[C@@H]1CN(C)C(=O)c2cc(NS(=O)(=O)c3cccc(F)c3)ccc2OC[C@H](C)NC[C@@H]1C,-8,/,6,-1,0.5,-19,-7.4,7
COc1ccccc1NC(=O)c1ccccc1NS(=O)(=O)N1CCCC1,6,/,-2,-3,/,/,/,-7
COc1ccc(OC)c(S(=O)(=O)NCc2cn3c(C)csc3n2)c1,6,1,3,-2,-0.1,-13,3.3,1
Cc1ccc(C(=O)Nc2ccccc2N2CCCCC2)cc1[N+](=O)[O-],8,-5,-8,/,0.0,-11,2.8,-4
CCC(=O)Nc1ccc2c(c1)C(=O)N(C)[C@H]1CC[C@@H](CC(=O)NCCc3ccccc3)O[C@H]1CO2,-5,-3,6,-3,0.3,-8,0.1,-11
C[C@@H]1CCCCO[C@@H](CN(C)C(=O)NC2CCCCC2)[C@H](C)CN([C@@H](C)CO)C(=O)c2cc(NC(=O)Nc3ccc(F)cc3)ccc2O1,1,-1,4,1,0.1,-3,-1.9,4
N#C/C(=C/c1cccn1-c1cccc(C(=O)O)c1)c1ccc(F)cc1,-17,2,/,22,0.0,-19,-1.0,/
CCOC(=O)c1nn(-c2ccccc2)c(=O)cc1SC1CCCCC1,-2,-5,/,-4,0.6,-3,-2.9,/
Cc1ccc(CN(C)C(=O)CCc2c[nH]c3ccccc23)o1,0,2,12,7,0.0,-2,-1.1,-2
O=C(Nc1c(C(=O)N2CCC(N3CCCCC3)CC2)oc2ccccc12)c1c(F)cccc1F,4,3,-2,-1,0.0,-7,-1.9,-5
COC(=O)c1ccc(CN2CCC(CO)(Cc3ccc(OC)cc3)CC2)cc1,-1,0,-5,17,-0.2,-30,-0.8,-3
CCC(C)n1c(/C=C/c2ccccc2)nc2ccccc21 (stereo not given),-11,5,23,12,0.2,-3,1.6,1
CCN(CC(=O)Nc1c(F)cccc1F)C(=O)C1CCN(c2ncnc3sc(C)c(C)c23)CC1,-19,1,/,15,-0.1,-78,0.8,/
CCc1ccc(C(=O)N2CCN(S(=O)(=O)c3sc(C(=O)O)c(C)c3C(=O)O)CC2)cc1,-14,-2,-10,-5,0.3,-3,-3.5,-6
O=C(N[C@@H]1CC[C@H](CCNS(=O)(=O)c2ccc(F)cc2)O[C@@H]1CO)c1cnccn1,14,0,-2,1,-0.6,-21,1.2,0
COc1ccccc1NS(=O)(=O)c1ccc(C)c(C(=O)N2CCN(c3ccc(O)cc3)CC2)c1,/,2,/,5,0.6,-10,0.8,/
CC1CC(C)CN(S(=O)(=O)c2ccc(NC(=O)CCN3C(=O)C4CC=CCC4C3=O)cc2)C1 (stereo not given),/,0,2,-1,0.2,-56,1.0,0
CCc1nc(SCC(=O)NCc2ccco2)c2c(=O)n(C)c(=O)n(C)c2n1,/,1,1,10,-0.1,-19,-5.0,7
C[C@H]1CN([C@@H](C)CO)C(=O)c2cc(NC(=O)c3ccncc3)ccc2O[C@@H]1CN(C)C(=O)Nc1ccc(F)cc1,-9,-1,-4,-4,-0.7,-12,-0.4,1

# Continuation:
SMILES,INS-1E GSIS act,ERAP1 HTS inh,esBAF inh,ARNT-TACC3 inh,Xi reactivation,RAD52 anneal inh,F508del corr,RAD54 branch
CN(CC(=O)NCc1ccco1)CC(=O)Nc1cc(S(C)(=O)=O)ccc1Cl,9,0,/,-1,0.0,-10,-2.6,0
COc1ccc(C(=O)NCC(=O)OCC(=O)Nc2ccc(C)c(S(=O)(=O)N(C)C)c2)cc1OC,68*,2,-9,-1,-0.2,-3,-2.0,0
CCc1cnc(N2[C@H](C#N)[C@@H](c3ccc(C#Cc4ccccc4F)cc3)[C@@H]2CO)s1,-6,-1,5,14,0.0,-78,0.2,-16
CC(C)[C@H](NC(=O)c1ccco1)C(=O)OCC(=O)NC12CC3CC(CC(C3)C1)C2,-8,1,-3,-7,0.0,-1,-0.4,3
CN(C(=O)c1cccc(C(=O)N(C)c2ccccc2)c1)c1ccccc1,12,0,-8,-2,0.0,-4,-6.6,-6
N#CC1(Nc2ccc(S(N)(=O)=O)cc2)CCCC1,16,-1,/,-12,0.1,-1,0.5,/
CCN(C(=O)CSc1nc2ccc([N+](=O)[O-])cc2s1)c1c(N)n(Cc2ccccc2)c(=O)[nH]c1=O,-5,3,-8,/,0.0,-24,-3.1,-9
O=C(CN1c2cccc3cccc(c23)S1(=O)=O)Nc1cccc(S(=O)(=O)N2CCOCC2)c1,-10,-1,-6,-2,-0.3,-29,/,1
O=S1(=O)CC(N2CCN(CCO)CC2)CN1Cc1ccccc1 (stereo not given),8,/,-2,/,0.1,-11,-1.4,0
CN1CCCC(n2nc(Cc3ccc(Cl)cc3)c3ccccc3c2=O)CC1 (stereo not given),/,0,-2,40,0.4,6,0.1,-5
C[C@H]1CN([C@@H](C)CO)C(=O)Cc2cc(NS(=O)(=O)c3ccc(Cl)cc3)ccc2O[C@@H]1CN(C)C(=O)Nc1ccc2c(c1)OCO2,18,/,-4,/,0.0,/,-0.3,/
COC(=O)c1ccccc1NC(=O)N1CCc2ccc(NC(=O)c3ccccn3)cc2C1,-4,-4,?,2,0.0,-100,1.7,4
CCn1c2ccccc2c(=O)c2ccccc21,24,-177,-3,-14,-0.1,-9,-1.9,-3
Cc1cc(C)cc(NC(=O)Nc2ccc3c(c2)C(=O)N(C)[C@@H]2CC[C@@H](CC(=O)O)O[C@H]2CO3)c1,-3,/,-1,7,0.4,/,0.5,-8
CC(C)C#Cc1cnc2c(c1)C(=O)N([C@@H](C)CO)C[C@H](C)[C@@H](CN(C)S(=O)(=O)c1cn(C)cn1)O2,-9,0,3,-7,-1.2,-2,-0.7,-2
O=C(Nc1nc2ccsc2c(=O)s1)c1ccc(F)cc1Cl,/,1,/,-3,0.6,-5,0.4,0
CN(C)CC(=O)Nc1ccc2c(c1)[C@@H]1C[C@@H](CC(=O)N3CCCCC3)O[C@H](CO)[C@@H]1O2,5,/,-2,/,0.0,/,0.6,/
CN1CCN(/N=C/c2nc(-c3cccc([N+](=O)[O-])c3)n3ccccc23)CC1,/,1,/,0,0.4,3,/,/
CS(=O)(=O)N1[C@H](C#N)[C@H](c2ccc(C#CC3CC3)cc2)[C@H]1CO,-5,0,-2,13,0.1,-26,0.9,-5
